Assay outcomes deposited in PubChem by several laboratories.
PLAP inhibitors HTS = PLAP enzyme inhibitors, biochemical, luminescence, HTS (AID 690); purified PLAP, luminescent substrate; higher % means a stronger effect; inhibition, % at 20 µM; hits with a dose series show IC50 in µM; Alkaline phosphatase, placental type (Homo sapiens); 96,000 tested, 0.08% active; in the data active = a potency from the dose series; inactive = the rest, 99 in 100 with inhibition below about 30%; note: strong numbers were not always called active
IL1B NFkB inh = inhibitors of IL-1B driven NFkB p65 nuclear import, primary screen, imaging, HUVEC, IL-1B stimulus, high-content imaging. 94,000 tested, 0.43% active. AID 796, 2007. HUVEC IL-1B NFkB p65 nuclear translocation imaging. inhibition, % at 2 µM;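 active = inhibition above about 30% together with a positive call from visual inspection of the well image, limit read from the data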;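 note: nuclear over cytoplasmic p65 intensity ratio measured by imaging; 0% = IL-1B stimulated DMSO wells and 100% = unstimulated DMSO wells; values of inactives mirror those of a sister screen read the other way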
MRP reversal = reversal of MRP1-mediated doxorubicin resistance, primary screen, H69AR cells, doxorubicin co-treatment | H69AR cells + 2 uM doxorubicin, CellTiter-Glo, 72 h | differential viability (reversal), % at 10 µM | 85,000 tested, 0.04% active | AID 602, 2007;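 active = viability drop by adding the cancer drug above about 55%, with treated viability meeting a 40% cutoff, limit read from the data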;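 note: viability without doxorubicin minus viability with 2 µM doxorubicin for each compound; larger differential means the compound sensitizes cells more to doxorubicin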
IL1B NFkB pot = enhancers of NFkB p65 translocation in HUVEC – imaging, IL-1B stimulus, high-content imaging, primary screen; HUVEC IL-1B NFkB p65 nuclear translocation imaging; 94,000 tested, 0.3% active; activation, % at 2 µM; AID 819, 2007;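 active = activation above 40%, about the mean plus 3 SD, also judged a hit on visual image review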;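 note: percent activation is computed from the nuclear over cytoplasmic p65 intensity ratio; values of inactives mirror those of a sister screen read the other way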
Bcl-B displacement = displacers of TR3 peptide from Bcl-B, primary screen, selectivity assay for Bfl-1 inhibitor project, biochemical, fluorescence polarization | Bcl-2-like protein 10 (Homo sapiens) | FP displacement of FITC-TR3 peptide from Bcl-B; higher % means a stronger effect | displacement, % at 20 µM, or IC50 in µM where a hit was titrated | 96,000 tested, 0.11% active | AID 748, 2007;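 active = displacement above 50% at 20 µM plus a fluorescence interference ratio under 1.5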;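 note: plate controls were wells without compound for no effect and wells lacking Bcl-B protein for full effect; a part of the inactive calls stands beside numbers as strong as those of hits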
MRP reversal cytotoxicity = recorded beside MRP reversal, whose call it bears; viability, %; H69AR cells, CellTiter-Glo, 72 h; measured here: cytotoxicity without doxorubicin
MRP reversal with doxorubicin = recorded beside MRP reversal, whose call it bears; viability, %; measured here: viability with 2 uM doxorubicin; active compounds read low
IL1B NFkB inh cell count 2 µM = further read-out of IL1B NFkB inh, marked with its call; cell count; measured here: cells passing quality filter;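 raw number of nuclei counted in each imaged well without normalization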
IL1B NFkB pot cell count 2 µM = further read-out of IL1B NFkB pot, marked with its call; cell count; measured here: cells passing quality filter
* marks the source's active call; other numbers are inactive results; . = not tested or not shown. Some of the compounds tested. The share of hits here may be higher or lower than overall.

SMILES	PLAP inhibitors HTS	IL1B NFkB inh	IL1B NFkB inh cell count 2 µM	MRP reversal	MRP reversal cytotoxicity	MRP reversal with doxorubicin	IL1B NFkB pot	IL1B NFkB pot cell count 2 µM	Bcl-B displacement
CCNC(=O)CN1C(=O)NC2(CCCc3cc(OC)ccc32)C1=O (configuration not stated)	6%	-6	167	6	98	93	6	167	-5%
O=C(CCCOc1ccccc1)Nc1nccs1	-4%	-3	97	11	93	82	3	97	0%
COc1ccc(C(c2nnnn2Cc2cccs2)N2CCN(c3ccccc3F)CC2)cc1OC (configuration not stated)	-65%	.	.	-4	76	80	.	.	4%
CCc1c(O)nc(SCC(=O)Nc2ccc(OC)cc2)n(C2CCCCC2)c1=O	-40%	-5	135	-7	73	80	5	135	4%
Cn1c2c(c(=O)n(C)c1=O)C(c1ccccc1OC(F)F)C1=C(CCCC1=O)N2 (configuration not stated)	.	3	104	-1	83	84	-3	104	15%
Cc1ccc2nc(-c3ccc(NC(=S)NC(=O)CC(C)C)cc3)sc2c1	15%	-5	163	.	.	.	5	163	-6%
CCNc1nc(Oc2ccc(C(=O)OC)cc2)nc(N(C)C)n1	.	-8	117	.	.	.	8	117	.
CC(C(=O)NCC1CCCO1)N(C(=O)c1snc(C(N)=O)c1N)c1ccccc1 (configuration not stated)	8%	-14	158	.	.	.	14	158	-4%
Cc1c(C(=O)O)sc(=S)n1-c1ccc(Cl)cc1	2%	0	152	6	97	91	0	152	4%
O=C(CCn1cnc2ccccc2c1=O)Nc1ccc(S(=O)(=O)N2CCCC2)cc1	10%	-10	131	-31	49	80	10	131	-6%
CCOc1ccc2nc(NC(=O)CN3CCC(n4nnc5cc(F)ccc54)CC3)sc2c1	-76%	1	111	-17	41	58	-1	111	-79%
CC(C)C(=O)Nc1cccc(C(=O)NCc2ccc3c(c2)OCO3)c1	.	-13	168	10	101	91	13	168	.
O=c1c2ccccc2nc(SCc2nnc(-c3ccccc3Br)o2)n1Cc1ccco1	-52%	6	159	11	77	66	-6	159	-16%
CCN=c1scc(-c2ccco2)n1/N=C/c1ccc(OC)c(O)c1	-2%	-12	166	-25	49	74	12	166	-11%
CCOC(=O)c1cnc2ccc(Br)cc2c1NCC(C)O (configuration not stated)	24%	.	.	10	91	81	.	.	-1%
CC(=O)c1c(C)[nH]c(C(=O)COc2ccc(C#N)cc2)c1C	-21%	5	172	-2	82	84	-5	172	-6%
Cc1cccc(NC(=O)CSc2nnc(-c3ccc(S(=O)(=O)N4CCCC4)cc3)o2)c1	-106%	-6	110	10	93	83	6	110	5%
Cc1ccc(C(=O)Nc2ccc(OCc3ccccc3)cc2)cc1[N+](=O)[O-]	-14%	-1	126	.	.	.	1	126	-6%
CCOC(=O)CSc1nnc(-c2ccccc2)c(=O)[nH]1	-27%	3	174	14	102	89	-3	174	4%
Cn1nnnc1SCC(=O)Nc1ccc(Oc2ccc(Cl)cc2)cc1	13%	-16	165	-19	78	97	16	165	4%
OCCN(Cc1ccccc1)Cc1ccc(C(F)(F)F)cc1	6%	-15	164	22	105	83	15	164	1%
Cn1c(=O)c2c(nc(SCCCC#N)n2Cc2c(F)cccc2Cl)n(C)c1=O	-37%	7	58	26	51	25	-7	58	2%
Cc1ccc(C(=O)CN2/C(=C(\O)c3ccccc3)C(=O)c3ccccc3S2(=O)=O)c(C)c1	-13%	.	.	-17	24	40	.	.	-13%
CCOC(=O)c1ccc(NC2=CC(=O)C(=O)c3ccccc32)cc1	-16%	-3	131	-2	95	97	3	131	.

2 compounds from above, reduced to IL1B NFkB inh cell count 2 µM and IL1B NFkB inh.
compound	IL1B NFkB inh cell count 2 µM	IL1B NFkB inh
O=C(CCn1cnc2ccccc2c1=O)Nc1ccc(S(=O)(=O)N2CCCC2)cc1	131	-10
Cc1c(C(=O)O)sc(=S)n1-c1ccc(Cl)cc1	152	0

(cont.)
SMILES	PLAP inhibitors HTS	IL1B NFkB inh	IL1B NFkB inh cell count 2 µM	MRP reversal	MRP reversal cytotoxicity	MRP reversal with doxorubicin	IL1B NFkB pot	IL1B NFkB pot cell count 2 µM	Bcl-B displacement
COc1ccc(-n2nnc3c(=O)n(CC(=O)N4CCCC4)cnc32)cc1	16%	-25	100	-4	82	86	25	100	-4%
COc1cccc(CNC(=O)C2CCN(S(=O)(=O)c3cccs3)CC2)c1	-62%	.	.	5	102	98	.	.	-24%
CCOc1ccc(OCC)c(S(=O)(=O)NCc2ccccn2)c1	-20%	-7	50	-16	87	103	7	50	9%
O=C(O)c1cc(NCc2ccccc2C(F)(F)F)ccc1N1CCOCC1	-54%	-5	159	0	96	96	5	159	0%
Cn1c(=O)[nH]c(=O)c2c1nc1n2CCCN1CCc1ccccc1	3%	-6	94	-1	86	87	6	94	17%
COC(=O)c1cnn2c(C(F)(F)F)cc(-c3ccc(F)cc3)nc12	13%	8	121	11	100	89	-8	121	-5%
CCOC(=O)c1c(O)c2c(n(Cc3ccco3)c1=O)CCCC2	-32%	.	.	1	102	101	.	.	-18%
CCn1c(C)cc(=S)c2ccccc21	12%	-1	171	10	94	85	1	171	19%
C=CCn1c(SCCCc2ccccc2)nc2c1c(=O)[nH]c(=O)n2C	-32%	.	.	-13	58	71	.	.	0%
O=C(NC(c1ccccc1)c1c(O)ccc2ccccc12)c1ccccc1Cl (configuration not stated)	-2%	-6	135	.	.	.	6	135	4%
NC(=O)Cn1nnc(-c2ccccc2NC(=O)c2cnccn2)n1	-1%	-8	149	.	.	.	8	149	-3%
Cc1ccc(C2CC(c3ccc(Cl)cc3)=NNC2=O)cc1 (configuration not stated)	52%	-1	169	11	100	88	14	86	-9%
Cc1ccc(SCc2[nH]nc3c2C2(C(=O)N(C)c4ccccc42)C(C#N)=C(N)O3)cc1 (configuration not stated)	-102%	-31	99	-21	62	83	31	99	-5%
COc1ccc(NC(=O)C23CC4CC(C2)CC(n2cnc(Br)n2)(C4)C3)c(OC)c1	-59%	5	186	.	.	.	-5	186	-2%
Oc1c(CN2CCN(c3ccc(F)cc3)CC2)cc(Cl)c2cccnc12	-83%	2	65	-3	5	8	-2	65	-2%
COC(=O)c1ccc(/C=N/OCC(=O)NC2CCCCCCC2)cc1	9%	-13	164	.	.	.	13	164	-1%
Cc1cc(NC(=O)c2c(F)cccc2F)n(-c2nc3ccccc3[nH]2)n1	-15%	-20	146	-6	36	42	20	146	-13%
COc1ccc(-n2ncc3c(NCc4ccco4)ncnc32)cc1	20%	-3	104	-19	62	81	3	104	0%
N#CCSc1nc2ccc(N3CCCCC3)cc2c(=O)n1Cc1ccccc1	-3%	4	153	-1	78	79	-4	153	-4%
Cc1ccc(S(=O)(=O)N2CCCC2C(=O)NCCc2nc3ccccc3[nH]2)cc1 (configuration not stated)	.	0	60	.	.	.	0	60	.
CCOC(=O)C(NS(=O)(=O)c1ccc(Br)cc1)C(C)C (configuration not stated)	8%	-13	141	.	.	.	13	141	1%
Cc1cc(NC(=O)c2noc3c2CCCCC3)no1	16%	-9	124	5	104	99	9	124	-9%
NC(=O)c1cccn1Cc1cccc(Cl)c1	1%	-6	153	13	114	101	6	153	-3%
COC(=O)c1cccc(N(C(=O)c2cnccn2)C(C(=O)NC2CCCCC2)c2cn(C)nc2C)c1 (configuration not stated)	-26%	11	137	.	.	.	-11	137	0%

A different layout for part of the listing above.
Molecule,PLAP inhibitors HTS,IL1B NFkB inh,IL1B NFkB inh cell count 2 µM,MRP reversal,MRP reversal cytotoxicity,MRP reversal with doxorubicin,IL1B NFkB pot,IL1B NFkB pot cell count 2 µM,Bcl-B displacement
NC(=O)Cn1nnc(-c2ccccc2NC(=O)c2cnccn2)n1,-1%,-8,149,.,.,.,8,149,-3%
COC(=O)c1cnn2c(C(F)(F)F)cc(-c3ccc(F)cc3)nc12,13%,8,121,11,100,89,-8,121,-5%
Cc1c(C(=O)O)sc(=S)n1-c1ccc(Cl)cc1,2%,0,152,6,97,91,0,152,4%

The results go on:
SMILES	PLAP inhibitors HTS	IL1B NFkB inh	IL1B NFkB inh cell count 2 µM	MRP reversal	MRP reversal cytotoxicity	MRP reversal with doxorubicin	IL1B NFkB pot	IL1B NFkB pot cell count 2 µM	Bcl-B displacement
CCc1nnc(NC(=O)CCC(=O)N2CCN(Cc3ccc(Cl)cc3)CC2)s1	-43%	7	150	-10	84	94	-7	150	-4%
Cc1ccc(-c2cc(-c3ccccc3)nc(Cl)n2)cc1	0%	-7	136	.	.	.	7	136	4%
O=C1NC(=S)SC1=C1CCCC1	-7%	-8	167	-4	79	83	8	167	18%
O=C(c1cccc(F)c1)N1CCN(S(=O)(=O)c2ccc(C(F)(F)F)cc2)CC1	-2%	-6	166	6	92	86	6	166	3%
COc1cccc(NC(=O)c2nn(C34CC5CC(CC(C5)C3)C4)cc2[N+](=O)[O-])c1	8%	-7	181	.	.	.	7	181	-4%
COc1ccc(Cl)cc1-c1nc(-c2ccncc2)no1	20%	0	128	11	84	73	0	128	-32%
Cc1cc(=O)n(-c2ccc(O)cc2)[nH]1	-1%	-12	202	2	89	86	12	202	-30%
O=C(NNC(=O)c1ccccc1O)c1ccc(Cl)cc1	-85%	-2	133	.	.	.	2	133	-7%
CC(C)(CCl)C(=O)Nc1ccc(Sc2ccc(F)cc2)cc1	29%	6	168	.	.	.	-6	168	4%
Cc1[nH]n2c(=O)cc(Cc3ccccc3)nc2c1C#N	-5%	-5	146	-10	96	106	5	146	-3%
COc1cccc(CN=CC2=C(O)CC(C)(C)CC2=O)c1OC	12%	1	118	.	.	.	-1	118	0%
CC1(C)Cc2c(sc3nc(-c4cc5ccccc5o4)n(N)c(=O)c23)CO1	14%	-8	119	4	62	58	8	119	0%
O=C(Nc1nccs1)c1ccc(Cl)c(S(=O)(=O)N2CCOCC2)c1	-1%	21	126	-15	78	93	-21	126	-4%
COc1ccc(-c2nc(NC(=O)C3CCN(c4nc5ccccc5o4)CC3)sc2C)cc1	16%	9	203	8	32	24	-9	203	-1%
O=C(O)CCc1ccc(-c2cccs2)o1	9%	.	.	-2	101	103	.	.	9%
COc1cccc(N2C(=O)C(c3ccccc3)=C(c3nc4ccccc4s3)C2NC(C)=O)c1 (configuration not stated)	-19%	-4	80	9	91	82	4	80	-16%
CCCNC(=S)N1CCC(NC(=O)C23CC4CC(CC(C4)C2)C3)CC1	.	9	128	12	101	89	-9	128	.
Cc1cccc(C)c1NC(=O)CSc1nnc(NC(=O)CN2CCOCC2)s1	7%	-1	173	-4	91	95	1	173	-12%
CCOC(=O)c1cnn(-c2ccccc2)c1-n1cccc1C(=O)C(=O)Nc1ccccc1C(F)(F)F	3%	2	129	.	.	.	-2	129	-6%
COC(CNC(=O)Cn1ncc2ccsc2c1=O)OC	17%	-11	84	-2	101	103	11	84	-1%
CCCC(C)C(=O)N(Cc1ccccc1)c1ccccn1 (configuration not stated)	-39%	-26	54	17	101	83	26	54	0%
O=C(Nc1ccc2c(c1)N(Cc1ccccc1)C(=O)c1ccccc1S2)NC1CC1	-111%	-13	162	10	98	88	13	162	6%
COc1ccc(-c2nnc(SCCC(=O)O)n2C)cc1OC	-19%	-6	95	-16	91	107	6	95	-1%
O=C(CN1CCC(C(=O)c2ccc3c(c2)OCCO3)CC1)NC1CCCC1	-63%	-8	78	16	80	64	8	78	-12%
COc1ccc(OC)c(C(=O)COC(=O)c2ccccc2O)c1	-8%	-8	156	-34	68	101	8	156	-9%
CC1CCN(CCNC(=O)c2ccc(NC(=O)C3CCCO3)cc2)CC1 (configuration not stated)	8%	.	.	-7	104	111	.	.	-8%
Cc1nn(CC(=O)Nc2cccnc2N2CCOCC2)c(=O)c2ccccc12	-36%	.	.	8	89	81	.	.	17%
O=C(CSc1nc(-c2ccc(F)cc2)cc(C(F)(F)F)n1)NCCN1CCOCC1	.	1	150	-8	80	88	-1	150	.
CN1c2ccccc2C(C)(C)C12CCCC(=O)N2 (configuration not stated)	4%	-3	116	-1	93	94	3	116	0%
O=C(CCCc1nc(-c2ccccc2)no1)N1CCOCC1	-2%	-6	176	2	94	92	6	176	-8%
O=C1COc2ccc(C(=O)c3ccccc3C(=O)NCc3ccccc3)cc2N1	10%	5	139	27	112	85	-9	45	-1%
